Bioassay records from PubChem.
CCHFV vOTU inh = CCHFV vOTU protease inhibition | Pep-AMC fluorescence | inhibition, % at 11.5 µM | 370,000 tested, 0.55% active | AID 651958; note: 0% = vehicle wells with enzyme and 100% = no enzyme wells
DUSP3 inh = inhibitors of human VHR1 phosphatase (DUSP3); recombinant VHR phosphatase, pNPP absorbance; inhibition, % at 13.3 µM; 290,000 tested, 0.52% active; AID 1654; in the data active = inhibition above about 50%; note: some compounds called inactive have numbers as strong as hits
Target sequence (P51452 whole entry, looked up): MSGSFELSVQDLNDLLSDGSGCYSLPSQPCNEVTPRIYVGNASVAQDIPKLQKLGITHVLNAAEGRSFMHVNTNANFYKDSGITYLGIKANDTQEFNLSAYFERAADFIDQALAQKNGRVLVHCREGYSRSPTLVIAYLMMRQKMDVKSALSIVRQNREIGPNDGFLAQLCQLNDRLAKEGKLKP
Mtb FBA inh = inhibitors of M. tuberculosis fructose-bisphosphate aldolase; purified M. tuberculosis FBA, fluorescence read-out; inhibition, % at 1 µM; 360,000 tested, 2.3% active; in the data active = inhibition above about 27%;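 note: 0% = vehicle and 100% = reference inhibitor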
Target sequence (P9WQA3 whole entry, looked up): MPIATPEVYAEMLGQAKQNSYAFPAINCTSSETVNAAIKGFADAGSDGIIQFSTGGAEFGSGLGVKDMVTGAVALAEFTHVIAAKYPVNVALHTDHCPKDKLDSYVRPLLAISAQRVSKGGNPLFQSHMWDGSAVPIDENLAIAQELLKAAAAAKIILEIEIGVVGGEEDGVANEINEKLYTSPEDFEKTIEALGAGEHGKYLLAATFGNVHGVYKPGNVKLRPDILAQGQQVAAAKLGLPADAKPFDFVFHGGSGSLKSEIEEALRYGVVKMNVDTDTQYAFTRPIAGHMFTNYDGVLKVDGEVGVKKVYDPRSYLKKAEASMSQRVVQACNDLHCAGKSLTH
Rv3671c protease = inhibitors of M. tuberculosis serine protease Rv3671c. P9WHR9. inhibition, % at 5.96 µM. 320,000 tested, 0.048% active; in the data active = inhibition above about 38%;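 note: extracellular domain of Rv3671c used as enzyme; 0% = enzyme with DMSO and 100% = no enzyme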
BoNT F protease = BoNT F light chain protease inhibition; AID 588497; inhibition, % at 10 µM; Multiplex microsphere protease cleavage assay, flow cytometry; 360,000 tested, 0.22% active; in the data active = inhibition above about 35%, passing the limit was not always enough; inconclusive = no clear call, values can overlap the other calls; note: plate controls were buffer without enzyme for full effect and enzyme alone for no effect
UGM FP inh = inhibitors of M. tuberculosis UDP-galactopyranose mutase; 320,000 tested, 0.06% active; purified UGM, fluorescence polarization probe displacement; AID 504406; inhibition, % at 10 µM; in the data active = inhibition above about 10%, passing the limit was not always enough; inconclusive = no clear call, values can overlap the other calls
Target sequence (P9WIQ1 whole entry, looked up): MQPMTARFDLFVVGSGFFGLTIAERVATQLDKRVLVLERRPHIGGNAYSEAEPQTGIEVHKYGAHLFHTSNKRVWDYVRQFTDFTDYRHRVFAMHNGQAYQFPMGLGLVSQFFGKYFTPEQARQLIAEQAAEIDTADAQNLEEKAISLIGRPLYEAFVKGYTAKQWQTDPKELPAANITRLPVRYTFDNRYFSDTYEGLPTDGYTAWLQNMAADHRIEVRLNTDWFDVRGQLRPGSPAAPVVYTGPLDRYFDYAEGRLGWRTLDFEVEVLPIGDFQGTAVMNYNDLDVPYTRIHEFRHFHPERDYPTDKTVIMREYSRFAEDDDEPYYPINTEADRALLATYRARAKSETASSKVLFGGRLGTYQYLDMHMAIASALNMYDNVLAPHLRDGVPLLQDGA
GDH-TPI counter = inhibits GDH-TPI coupling enzymes, artifact for Mtb FBA screen; inhibition, % at 4.8 µM; GDH-TPI coupled enzyme counterscreen, NADH absorbance; AID 588335; 360,000 tested, 1.2% active;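 note: 0% = DMSO wells and 100% = wells lacking the enzyme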
FadD28 binding = M. tuberculosis FadD28 bisubstrate binding inhibition; FadD28 bisubstrate probe binding, fluorescence polarization; inhibition, % at 12.5 µM; 360,000 tested, 0.22% active; AID 588549; in the data active = inhibition above about 8.5%, passing the limit was not always enough; inconclusive = no clear call, values can overlap the other calls
Mtb BioA inh = blocks M. tuberculosis BioA enzyme activity. 360,000 tested, 0.096% active. purified M. tuberculosis BioA enzyme, plate reader. inhibition, % at 9.99 µM; in the data active = inhibition above about 40%; inconclusive = no clear call, values can overlap the other calls
MazEF act = MazEF (E. coli) toxin RNase activation; P0AE70; FAM/BHQ RNA-DNA oligo cleavage fluorescence, 5 h; activation, % at 20 µM; 350,000 tested, 0.32% active; AID 504720; in the data active = activation above about 50%
Active calls of the source: *; ? = inconclusive; / = not tested or not shown; & = joins results of further samples; ! = not confirmed by another sample. Cut-off read from the data, not from the text of the source, unless noted: active = inhibition above about 30%; inactive = the rest. Rows were taken by chance; overall some 4.9% were active at least once.

nr | SMILES | CCHFV vOTU inh | DUSP3 inh | Mtb FBA inh | Rv3671c protease | BoNT F protease | UGM FP inh | GDH-TPI counter | FadD28 binding | Mtb BioA inh | MazEF act
1 | CN(C)C(=O)c1cccc(-c2cnc3c(NC=O)cc(-c4ccccc4Cl)cn23)c1 | 13 | / | 0 | / | -2 | / | 4 | -4.4 | 7.3 | /
2 | Cc1ccc(S(=O)(=O)/N=C(/Nc2ccccn2)c2ccc(Cl)cc2)cc1 | 4 | -12 | 2 | -4 | 2 | -0.2 | 1 | -4.0 | -1.9 | -1
3 | Cc1nc(C)c(C(=O)Nc2ncc([N+](=O)[O-])s2)o1 | 7 | 0 | -11 | 8 | -3 | 0.0 | 8 | 1.8 | 0.1 | -13
4 | O=C(COC(=O)/C=C/c1ccc(Cl)cc1)NCc1cccs1 | -10 | / | 1 | / | 1 | / | 7 | 0.9 | -1.2 | -3
5 | CC(=O)N1c2ccc(S(=O)(=O)N3CCC(C(=O)N4CC(C)CC(C)C4)CC3)cc2CC1C (stereo not drawn) | 14 | -4 | 2 | 2 | 0 | -1.8 | 4 | -1.5 | -0.4 | -2
6 | O=C(COC(=O)Cc1ccc([N+](=O)[O-])cc1)NC1CCCCCC1 | -2 | / | 0 | 0 | 1 | 1.1 | 1 | -1.4 | 0.1 | 7
7 | COc1ccc(NC(=O)NCCN2CCCCC2)cc1 | -4 | 93 | 2 | 2 | 5 | 1.9 | 1 | -0.8 | 1.7 | 10
8 | COc1ccc(C=O)cc1Cn1ccnc1C | 3 | -23 | -4 | 0 | -6 | 2.6 | -11 | -4.1 | / | -2
9 | CCCCC(=O)NC(=S)Nc1cccc(NC(=O)c2ccccc2)c1 | 1 | -15 | 2 | -10 | -12 | -1.0 | 9 | -0.6 | / | 5
10 | CC(C)n1nnnc1SCC(=O)Nc1ccc2c(c1)OCCO2 | 8 | -8 | / | -4 | / | -0.8 | / | / | / | /
11 | COCCOC(=O)C1=C(C)N=C2SCCC(=O)N2C1c1cccc(Br)c1 (stereo not drawn) | 2 | 4 | -1 | -6 | -6 | 2.6 | 17 | -0.1 | 1.6 | 4
12 | O=C(C(Cc1ccccc1)n1cccc1)N1CCN(c2ccccc2)CC1 (stereo not drawn) | 13 | 13 | -2 | 5 | -4 | -0.4 | 1 | -2.5 | -0.5 | -24
13 | COc1ccccc1-c1nnc(NC(=O)c2ccc3c(c2)OCO3)s1 | -8 | 14 | -1 | 4 | -9 | -3.1 | -7 | -5.2 | / | -50
14 | CC(C)OC(=O)C1CC=CCC1C(=O)Nc1ccc(Cl)cc1 (stereo not drawn) | 6 | 16 | 0 | 5 | -7 | 0.2 | 3 | -3.2 | 0.4 | 0
15 | COCCn1nnnc1C(CC(C)C)N1CCN(c2nc3ccccc3s2)CC1 (stereo not drawn) | -1 | 35 | 6 | 1 | -4 | -0.1 | 6 | -0.8 | / | 5
16 | C=CCNc1nc2c(c(=O)n(C)c(=O)n2C)n1CC | -4 | -3 | -4 | 3 | -7 | -2.7 | -15 | -2.6 | 0.9 | 0
17 | Cc1cccc(C(=O)O/N=C2\CCS(=O)(=O)c3sccc32)c1 | -3 | 17 | -1 | 6 | -2 | -4.5 | -1 | -0.8 | -3.4 | -11
18 | Cc1ccnc2nc(C(=O)OCC(=O)NCc3cccc(Cl)c3)nn12 | 6 | / | 1 | 6 | -3 | -0.3 | -7 | -0.9 | -0.1 | 8
19 | CC1CCN(C(=O)c2ccc3c(c2NCCO)C(=O)c2ccccc2C3=O)CC1 | 24 | 13 | -4 | 14 | -4 | -3.7 | -6 | -4.0 | 2.4 | 6
20 | COc1ccc(/C=N/NC(=O)CN2CCSCC2)cc1C | 5 | -1 | -2 | 8 | 1 | 0.9 | 9 | -1.7 | 5.1 | 2
21 | OCCNc1nc(N2CCCCC2)nc2ccccc12 | -33 | -2 | 25 | -2 | 1 | 2.1 | 24 | 0.0 | 5.2 | -1
22 | COc1cccc(NC(=O)COc2nc3ccccc3nc2C)c1 | 9 | -6 | 4 | -5 | 3 | -2.4 | 25 | 0.7 | -3.9 | 4
23 | COc1ccc(-c2n[nH]c(=S)n2-c2ccc(Br)cc2)cc1OC | 4 | -10 | 0 | 2 | ? | 0.6 | -13 | -1.3 | 13 | 5
24 | Cc1ccccc1S(=O)(=O)Cc1ccc(C(=O)NC2CCC(C)CC2)o1 (stereo not drawn) | -2 | 23 | 2 | -4 | -2 | -1.3 | -3 | -1.2 | 1.4 | 8
25 | Cc1nc2c(C)cccn2c(=O)c1NC(=O)c1ccco1 | 13 | / | -1 | 1 | 4 | -3.7 | 14 | -4.5 | / | 3
26 | Cn1c(N2CCCC2)nc2c1c(=O)n(Cc1cccc(F)c1)c(=O)n2C | -5 | -9 | 1 | 1 | -2 | 0.4 | 0 | -1.2 | 0.9 | 9
27 | O=C(CCCN1C(=O)c2ccccc2C1=O)Oc1ccc(Cl)cc1 | 3 | -28 | -2 | -7 | 8 | 1.5 | 7 | -1.1 | 3.7 | -20
28 | COc1ccc(-c2nnc(SCC(=O)NC3CCCCC3)o2)cc1OC | -3 | 29 | 0 | 12 | -10 | 0.3 | 3 | 0.6 | -1.4 | -7
29 | Cc1ccc(-c2cc(C(=O)O)c3cc(Br)ccc3n2)s1 | -34&-46 | 20 | 32* | / | 9&18 | -2.7&-1.6 | 41*! | 0.3&0.5 | -1.8&-1.0 | -2&-8
30 | NS(=O)(=O)c1ccc(N2CCOCC2)c(C(=O)NCc2cccs2)c1 | 4 | / | 1 | 3 | 2 | -0.5 | 15 | -1.5 | 0.4 | -5

Next section; it opens with the five that closed the last part.
nr | SMILES | CCHFV vOTU inh | DUSP3 inh | Mtb FBA inh | Rv3671c protease | BoNT F protease | UGM FP inh | GDH-TPI counter | FadD28 binding | Mtb BioA inh | MazEF act
26 | Cn1c(N2CCCC2)nc2c1c(=O)n(Cc1cccc(F)c1)c(=O)n2C | -5 | -9 | 1 | 1 | -2 | 0.4 | 0 | -1.2 | 0.9 | 9
27 | O=C(CCCN1C(=O)c2ccccc2C1=O)Oc1ccc(Cl)cc1 | 3 | -28 | -2 | -7 | 8 | 1.5 | 7 | -1.1 | 3.7 | -20
28 | COc1ccc(-c2nnc(SCC(=O)NC3CCCCC3)o2)cc1OC | -3 | 29 | 0 | 12 | -10 | 0.3 | 3 | 0.6 | -1.4 | -7
29 | Cc1ccc(-c2cc(C(=O)O)c3cc(Br)ccc3n2)s1 | -34&-46 | 20 | 32* | / | 9&18 | -2.7&-1.6 | 41*! | 0.3&0.5 | -1.8&-1.0 | -2&-8
30 | NS(=O)(=O)c1ccc(N2CCOCC2)c(C(=O)NCc2cccs2)c1 | 4 | / | 1 | 3 | 2 | -0.5 | 15 | -1.5 | 0.4 | -5
31 | O=c1/c(=C\c2cc([N+](=O)[O-])cc([N+](=O)[O-])c2O)sc2nc3ccccc3n12 | / | 1 | -14 | 0 | -7 | 2.7 | 12 | 23* | 1.1 | -38
32 | NC(=O)C1(N2CCCCC2)CCN(CC(=O)Nc2ccccc2Sc2ccccc2)CC1 | -2 | 36 | 0 | -7 | 2 | 0.8 | 0 | -3.9 | 1.8 | -14
33 | C(=C\c1ccccc1)/C=N/Nc1nc2ccccc2s1 | 8 | 21 | -3 | 2 | -12 | 4.4 | 11 | -1.8 | 0.7 | -1
34 | Cc1nnc(SCC(=O)Nc2ccccc2C(=O)NC2CC2)s1 | -7 | 12 | 8 | 0 | 1 | 3.2 | -3 | 0.1 | / | -2
35 | CCCCNS(=O)(=O)c1ccc2nc(SCC(=O)c3ccccc3OC)[nH]c2c1 | 1 | 11 | -1 | -8 | 0 | 0.1 | -6 | -7.0 | 1.5 | -4
36 | Cc1nc(N/N=C/c2ccc(O)cc2)c2cnn(-c3ccccc3)c2n1 | 19 | 16 | -3 | -2 | -1 | 0.4 | 24 | -1.8 | / | 9
37 | Cc1ccc(Cn2cnc3c(cnn3-c3ccc(F)cc3)c2=O)cc1 | -17 | 20 | 0 | 2 | -6 | 0.1 | 1 | -2.3 | / | -1
38 | CN(CCC#N)C(=O)COC(=O)/C=C/c1ccc2c(c1)OCO2 | -1 | 11 | 7 | -6 | -5 | 2.1 | 8 | -2.7 | 0.8 | -11
39 | CCc1ccc(NC(=O)c2ccccc2NC(=O)C2CCCO2)cc1 (stereo not drawn) | -6 | -7 | 3 | 4 | -3 | -2.2 | 1 | -2.3 | 0.7 | -5
40 | CCOc1ccc(NS(=O)(=O)c2ccc(OCC(=O)NCCCOC)cc2)cc1 | -14 | 3 | -1 | -3 | -8 | 0.8 | -11 | -2.5 | 2.2 | 2
41 | O=C(O)CC1(O)C(=O)N(Cc2ccccc2)c2ccccc21 (stereo not drawn) | 4 | 26 | -1 | -16 | -3 | -0.1 | 3 | 0.1 | -1.0 | 0
42 | CC(CCc1ccccc1)NCCC#N (stereo not drawn) | -5 | 13 | 2 | -3 | 1 | 0.9 | -7 | -3.5 | / | 11
43 | O=C(Oc1c(CN2CCOCC2)cc(Cl)c2cccnc12)c1ccccc1F | -20 | 44 | 0 | 8 | -2 | 1.4 | 5 | 0.6 | / | -3
44 | C[C@H]1CN([C@@H](C)CO)S(=O)(=O)c2ccc(Br)cc2O[C@H]1CN(C)C(=O)CN(C)C | -2 | / | 3 | / | -4 | / | / | -1.1 | 1.9&4.4&-2.6 | /
45 | CCN1C(=NCCc2ccccn2)N[C@@H](c2cccc(C(F)(F)F)c2)C(C(=O)OC)=C1C | 9 | / | -2 | 3 | -9 | -4.9 | 1 | -2.5 | 0.3 | 16
46 | O=S(=O)(c1ccccc1)N1CCN(S(=O)(=O)N2CCCCCC2)CC1 | -4 | -11 | 2 | -5 | -28 | -0.9 | -2 | -1.3 | -0.9 | 3
47 | Cn1c(=O)c2c(nc(OCCc3ccccc3)n2C)n(C)c1=O | -5 | 22 | 6 | 0 | 10 | 1.1 | 11 | -1.6 | -2.6 | -8
48 | O=C(NCC(=O)N1CCC(N2CCCCC2)CC1)C1CCCCC1 | -1 | -25 | 2 | -1 | -5 | 0.5 | -4 | -2.6 | -1.4 | 10
49 | Cc1ccc(N2CC(C(=O)Nc3cccnc3)CC2=O)cc1Cl (stereo not drawn) | 9 | -4 | 1 | 1 | -5 | 1.9 | 4 | / | 5.2 | 4
50 | CCN(C(=O)c1cc2c(=O)n3ccccc3nc2n1CCCOC)C1CCCCC1 | -276 | 8 | 118* | 2 | -2 | -1.8 | 17 | -0.3 | -1.2 | -10
51 | Cc1ccc(S(=O)(=O)N2CCCOC2CNC(=O)C(=O)NCCN2CCOCC2)cc1 (stereo not drawn) | -1 | 24 | 4 | 0 | / | 3.1 | 4 | -1.0 | -0.9 | 3
52 | O=C(/C=C/NNC(=O)c1ccc(Br)cc1)c1ccccc1 | -2 | 32 | -3 | -3 | 8 | 0.2 | 7 | -4.7 | -0.6 | -2
